SKN-1 block = C. elegans SKN-1 inhibition; AID 624304; 360,000 tested, 0.49% active; inhibition, % at 21.8 µM; C. elegans VP596 Pgst-4::GFP/RFP ratio, acrylamide-induced, 24 h;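 active means interference check ratio from 0.5 to 1.5 plus GFP to RFP signal ratio inhibition reaching or exceeding a fixed threshold, cut at about 30% in these data, passing the limit was not always enough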; further: some compounds called inactive have numbers as strong as hits
DNMT1 block = blocks human DNA methyltransferase DNMT1; DNMT1 molecular beacon, Hinp1I cleavage, fluorescence; inhibition (reported as % activation of signal), % at 10 µM; 360,000 tested, 0.83% active; AID 588458; in the data active means inhibition above about 50%
MT1-MMP act inh = inhibitors of human MT1-MMP activation | P50281 | HT1080 RFP-PRO-GFP cells, GFP/RFP ratio fluorescence, overnight; percent of plate control window, DMSO zero | GFP/RFP ratio change, % at 20 µM | 360,000 tested, 0.061% active;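 active means GFP/RFP ratio change of at least 30% with cell ATP level not reduced by more than half and red fluorescence within 50% of control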; further: strong numbers were not always called active
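Compound: 20 µM single dose, 1% DMSO / System: HT1080 RFP-PRO-GFP cells / Controls: DMSO and RFP-L50D-GFP cell wells / Read-out basis: GFP/RFP fluorescence ratio / Schedule: overnight compound exposure at 37 °C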
NadD block = inhibitors of Staphylococcus aureus NadD. purified NadD enzyme, colorimetric absorbance read-out. inhibition, % at 20 µM. 360,000 tested, 0.78% active. AID 602399; in the data active means inhibition above about 26%; further: some compounds past the cut are filed as inactive
SUMO1 PPI mod = SUMO1-SIM interaction modulation | P63165 | SUMO1 binding to a labelled peptide, TR-FRET, 1 h | inhibition, % at 20 µM | 360,000 tested, 0.33% active; in the data active means inhibition above about 37%
CendR NRP1 mod = alters CendR peptide binding to human NRP-1 | inhibition, % at 25 µM | O14786 | AID 602438 | 360,000 tested, 0.85% active | FAM-RPARPAR peptide binding to NRP-1, fluorescence polarization;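 active means inhibition or corrected inhibition above about 18%, plus a signal ratio from 0.5 to 1.5, limit read from the data, passing the limit was not always enough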; further: strong numbers were not always called active
Target sequence (O14786 whole entry, looked up): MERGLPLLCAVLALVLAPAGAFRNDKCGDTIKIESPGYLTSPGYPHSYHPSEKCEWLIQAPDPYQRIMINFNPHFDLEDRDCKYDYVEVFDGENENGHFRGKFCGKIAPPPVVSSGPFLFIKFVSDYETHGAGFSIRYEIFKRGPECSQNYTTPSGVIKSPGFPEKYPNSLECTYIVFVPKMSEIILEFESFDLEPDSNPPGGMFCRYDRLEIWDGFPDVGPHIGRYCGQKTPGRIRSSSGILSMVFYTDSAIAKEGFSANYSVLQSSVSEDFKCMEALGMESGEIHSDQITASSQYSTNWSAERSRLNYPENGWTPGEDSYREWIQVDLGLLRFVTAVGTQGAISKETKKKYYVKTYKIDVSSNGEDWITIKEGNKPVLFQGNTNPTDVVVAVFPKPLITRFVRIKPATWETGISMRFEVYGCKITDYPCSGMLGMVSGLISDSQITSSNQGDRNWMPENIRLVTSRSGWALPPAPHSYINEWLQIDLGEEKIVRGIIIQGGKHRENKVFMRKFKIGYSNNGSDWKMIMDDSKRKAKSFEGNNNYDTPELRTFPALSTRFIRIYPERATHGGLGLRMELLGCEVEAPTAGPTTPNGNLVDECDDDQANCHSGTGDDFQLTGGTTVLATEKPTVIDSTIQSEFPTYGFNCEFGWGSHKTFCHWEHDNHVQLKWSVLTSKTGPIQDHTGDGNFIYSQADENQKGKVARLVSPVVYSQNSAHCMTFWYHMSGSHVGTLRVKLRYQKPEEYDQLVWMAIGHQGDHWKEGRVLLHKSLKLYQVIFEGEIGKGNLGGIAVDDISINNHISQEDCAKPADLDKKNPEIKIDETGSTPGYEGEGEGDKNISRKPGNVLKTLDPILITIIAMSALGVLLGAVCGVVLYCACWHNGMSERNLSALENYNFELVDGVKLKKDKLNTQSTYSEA
STEP inh = blocks human striatal-enriched tyrosine phosphatase. recombinant STEP, OMFP fluorogenic substrate, fluorescence. 360,000 tested, 0.25% active. inhibition, % at 20 µM. P54829;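 active means inhibition at 20 µM, scaled per plate between control wells, above about 37%, limit read from the data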;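 further: 0% = DMSO with enzyme and substrate and 100% = substrate only without enzyme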
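System: STEP (striatal-enriched tyrosine phosphatase) enzyme, cell-free; medium: Bis-Tris pH 6.0 buffer with DTT, detergent; dosing: 20 µM, 1% DMSO; times: reaction 20 min, ambient temperature; detection: fluorescence, 480/540 nm; read-out basis: normalized % inhibition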
Scp-1 inhibitor = blocks human Scp-1 phosphatase activity | Q9GZU7 | Recombinant Scp1, phosphopeptide, malachite green phosphate absorbance | inhibition, % at 20 µM | 340,000 tested, 0.88% active;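 active means inhibition above about 50% at 20 µM, limit read from the data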;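 further: plate controls were DMSO wells with enzyme for no effect and wells lacking enzyme for full effect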
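System: SCP-1 catalytic domain; Reagent: Phospho 17-mer peptide substrate; Doses: one concentration, 20 µM, with 1.0% DMSO; Incubation: 45 min room-temperature reaction, 5 min colour, 30 min stabiliser; Signal: Phosphate-binding colour reagent, absorbance read at 630 nm.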
Rpn11 block = blocks the human proteasome subunit Rpn11; 360,000 tested, 0.59% active; calls only at 20 µM; AID 588493; human 26S proteasome, Ub4-pepOG fluorescence polarization; 20S core pre-blocked with epoxomicin; O00487;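 active means inhibition at 20 µM, scaled to each plate's controls, above about 33%, limit read from the data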
LMPTP inh = blocks human LMPTP phosphatase; P24666; recombinant LMPTP-A, OMFP fluorogenic substrate, fluorescence intensity; inhibition, % at 20 µM; 360,000 tested, 0.22% active; AID 651560;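 active means compounds that cut the enzyme signal by at least half of the control window in the single-dose screen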;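 further: plate controls were DMSO wells with enzyme plus substrate for no effect and substrate without enzyme for full effect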
Target sequence (P24666 whole entry, looked up): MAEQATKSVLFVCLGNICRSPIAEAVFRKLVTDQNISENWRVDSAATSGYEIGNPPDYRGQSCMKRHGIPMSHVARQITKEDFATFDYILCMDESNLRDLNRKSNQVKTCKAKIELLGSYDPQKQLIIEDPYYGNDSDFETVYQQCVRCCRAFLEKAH
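Test system: LMPTP-A, protein tyrosine phosphatase of low molecular weight; Input: 0.625 nM enzyme; Incubation: 50 min dark incubation at room temperature; Signal: endpoint fluorescence intensity from OMFP dephosphorylation; Read-out basis: % inhibition versus control wells.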
* marks the source's active call; other numbers are inactive results; i = inactive; . = not tested or not shown; + = active, no number.

mol | SUMO1 PPI mod | Rpn11 block | MT1-MMP act inh | NadD block | CendR NRP1 mod | SKN-1 block | LMPTP inh | DNMT1 block | STEP inh | Scp-1 inhibitor
Cc1cc(NC(=O)CSc2nc(Cc3ccccc3)c(C)[nH]2)no1 | 3 | i | -1 | -3 | 9 | 1 | -0.4 | 0 | -2 | 14
COc1ccc(CCNCc2cc(C)n(-c3ccc(OC)cc3)c2C)cc1 | -24 | i | 1 | 8 | -4 | 11 | 1.2 | 2 | 1 | 5
O=C(c1ccc(Cl)nc1)N1CCN(S(=O)(=O)c2ccccc2)CC1 | 4 | i | 6 | -4 | -3 | 6 | 1.7 | 2 | 1 | -7
O=C(Nc1ccc(Cl)c(Cl)c1)c1ccc2c(c1)OCO2 | 2 | i | 5 | -3 | 3 | -5 | 2.0 | 0 | 0 | -6
COC(=O)[C@@]1(Cc2ccc(F)cc2)[C@H]2c3cc(C(=O)N(C)C)n(CCN4CCOCC4)c3C[C@H]2CN1C(=O)c1ccccc1 | 2 | . | 0 | -3 | 1 | 10 | -2.4 | . | . | .
CC[C@@H]1C(c2cccc(Cl)c2)=NN(c2ccc(Br)cc2)[C@H]1C(=O)N1CCOC1=O | -1 | i | 2 | 7 | -8 | 0 | 2.7 | -21 | 1 | -11
Cc1ccc(CNc2oc(-c3ccco3)nc2C#N)cc1 | -3 | i | 7 | -9 | -7 | 18 | 0.5 | -5 | -1 | -11
CC1CCC(=C(C#N)c2nc(-c3cc4ccccc4oc3=O)cs2)CC1 (stereo not given) | -9 | i | 0 | 5 | -2 | 13 | 3.3 | -3 | 3 | -13
Cc1ccc(S(=O)(=O)N2CCOCC2)cc1NC(=O)Nc1ccc([N+](=O)[O-])cc1 | -13 | i | 7 | 2 | 22 | 0 | 1.1 | 0 | -1 | -3
COc1ccccc1CNC(=O)COC(=O)c1sc(C)nc1C | -2 | i | 4 | -2 | -2 | 6 | -1.6 | 4 | -3 | 6
Cc1ccc(NC(=O)Nc2ccccc2)cc1[N+](=O)[O-] | -4 | i | 4 | -1 | -8 | 17 | -1.3 | -7 | -2 | -30
CCS(=O)(=O)N1CCCC(C(=O)NCc2cccc(OC)c2)C1 (stereo not given) | -2 | i | 0 | 2 | 15 | 6 | -3.7 | 5 | -4 | 3
COC(C/C=C\[C@@H](O)COCc1ccccc1)OC | -3 | i | 5 | 1 | 8 | 4 | -1.3 | 2 | -1 | 1
Cc1ccc2nc(NC(=O)Cn3nc(C)c([N+](=O)[O-])c3C)sc2c1 | 1 | i | 5 | -1 | 3 | -4 | 0.7 | 3 | -1 | 0
CCCCn1c(-c2csc(CC)c2)n[nH]c1=S | -1 | i | 1 | 3 | 6 | -17 | -1.1 | 11 | 4 | 4

For convenience, some entries already given:
mol | SUMO1 PPI mod | Rpn11 block | MT1-MMP act inh | NadD block | CendR NRP1 mod | SKN-1 block | LMPTP inh | DNMT1 block | STEP inh | Scp-1 inhibitor
Cc1cc(NC(=O)CSc2nc(Cc3ccccc3)c(C)[nH]2)no1 | 3 | i | -1 | -3 | 9 | 1 | -0.4 | 0 | -2 | 14
COc1ccc(CCNCc2cc(C)n(-c3ccc(OC)cc3)c2C)cc1 | -24 | i | 1 | 8 | -4 | 11 | 1.2 | 2 | 1 | 5
O=C(c1ccc(Cl)nc1)N1CCN(S(=O)(=O)c2ccccc2)CC1 | 4 | i | 6 | -4 | -3 | 6 | 1.7 | 2 | 1 | -7
O=C(Nc1ccc(Cl)c(Cl)c1)c1ccc2c(c1)OCO2 | 2 | i | 5 | -3 | 3 | -5 | 2.0 | 0 | 0 | -6
COC(=O)[C@@]1(Cc2ccc(F)cc2)[C@H]2c3cc(C(=O)N(C)C)n(CCN4CCOCC4)c3C[C@H]2CN1C(=O)c1ccccc1 | 2 | . | 0 | -3 | 1 | 10 | -2.4 | . | . | .

Next section:
mol | SUMO1 PPI mod | Rpn11 block | MT1-MMP act inh | NadD block | CendR NRP1 mod | SKN-1 block | LMPTP inh | DNMT1 block | STEP inh | Scp-1 inhibitor
CC1CCc2cc(F)ccc2N1S(=O)(=O)c1ccc(Cl)nc1 (stereo not given) | -2 | i | 2 | -6 | -8 | 9 | -0.3 | 3 | -2 | -7
COc1ccc(C2CC(C(F)(F)F)n3nc(C(=O)O)c(Br)c3N2)cc1 (stereo not given) | 7 | i | 1 | -4 | -3 | -18 | -1.7 | 0 | 0 | 6
O=C(/C=C/c1c(F)cccc1Cl)c1ccc(O)cc1 | -1 | i | -8 | -7 | -16 | -6 | 1.0 | -2 | 0 | -14
COC(=O)C(C#N)C(=C1C(=O)CC(C)(C)CC1=O)c1ccc(O)cc1 (stereo not given) | -4 | i | 3 | -4 | 0 | -14 | -1.3 | 7 | -2 | -2
COc1cccc(CC2(CO)CCN(C(=O)NCCc3ccccc3)CC2)c1 | 1 | i | -4 | -5 | -2 | -4 | 0.3 | 0 | 2 | -12
O=C(CCCCCNC(=O)N1CCn2c1nc1ccccc12)N[C@H](C(=O)O)c1ccccc1 | 9 | i | 2 | 4 | 0 | -2 | -1.3 | -2 | 0 | 10
O=C(CN1C(=O)C(=O)N(CCC2=CCCCC2)C1=O)c1c[nH]c2ccccc12 | -8 | i | 6 | -3 | -5 | 0 | 4.6 | -5 | -3 | -10
O=C(O)c1ccc(/C=C/c2nc3sc4c(c3c(=O)[nH]2)CCC4)cc1 | 6 | + | -2 | 0 | 48 | 10 | -0.1 | 10 | 10 | 24
O=C(CC(SCCO)c1ccc2c(c1)OCO2)c1cccs1 (stereo not given) | -7 | i | -1 | -1 | 3 | 5 | -2.3 | -2 | 0 | -4
CCNS(=O)(=O)c1ccc(NC(=O)c2ccccc2OCC)cc1 | 2 | i | 3 | -1 | 6 | 2 | 0.1 | -1 | -1 | -8
COc1cc(C(=O)NC(=S)Nc2cccc(-c3cc4ccccc4oc3=O)c2)cc(OC)c1OC | -24 | i | -3 | 2 | 11 | 6 | -0.2 | -8 | 0 | 1
COc1ccc(OC)c(CCNC(=O)CN2C(=O)COc3ccc(S(=O)(=O)N4CCOCC4)cc32)c1 | 1 | i | 9 | 3 | -1 | 14 | 1.1 | 2 | -2 | -6
CCCCNC(=O)CNC(=S)N(Cc1ccc(C)cc1)Cc1ccco1 | -2 | i | -2 | -4 | 5 | -1 | 0.5 | -1 | -1 | -7
OCCCCNCc1ccc(OCc2ccccc2Cl)cc1 | 2 | i | -1 | -1 | 0 | 7 | -0.1 | 2 | 3 | -13
Cc1c(NS(=O)(=O)c2ccc(Br)s2)c(=O)n(-c2ccccc2)n1C | 4 | i | 2 | -4 | -4 | -1 | -1.6 | 1 | 6 | -11
O=c1[nH]c2ccccc2nc1C(F)(F)F | -11 | i | 2 | 2 | -8 | 9 | -3.3 | 1 | -3 | -15
COc1ccc(CCNC(=O)C23CN(Cc4ccccc4)CC2C(c2ccc([N+](=O)[O-])cc2)=NO3)cc1 (stereo not given) | -22 | i | -4 | 1 | 20 | -5 | 4.1 | -4 | 2 | -3
Cc1ccn(CC(=O)N2CCCC(Nc3ccc(F)c(F)c3)C2)n1 (stereo not given) | 3 | i | 0 | 0 | 7 | -11 | -1.1 | -1 | -3 | -7
C=CCn1c(SCC(=O)c2c(C)[nH]c3ccccc23)nnc1-c1ccncc1 | -3 | i | 2 | 3 | -23 | 6 | 3.7 | 4 | 1 | -5
CC(C)C1/C(=N/O)CC(c2ccccc2)NC1c1ccccc1 (stereo not given) | -2 | i | 3 | -4 | 9 | 3 | -0.2 | 1 | 0 | 8
O=C1OCCC1Sc1nnnn1-c1ccc(Cl)cc1 (stereo not given) | 3 | i | -2 | -6 | -14 | -9 | -0.2 | 2 | -1 | -5
CCCn1c(N)c(C(=O)CSc2nnc(Cc3cccs3)n2C2CC2)c(=O)[nH]c1=O | -1 | i | 6 | 1 | -9 | 6 | -1.4 | -2 | -1 | .
Cc1ccc(-c2nc3ccccc3s2)cc1S(=O)(=O)N1CCCC1 | 0 | i | -1 | -6 | -4 | 12 | 5.2 | -8 | 1 | -8
CN(C1CCS(=O)(=O)C1)S(=O)(=O)c1cccc2nsnc12 (stereo not given) | -29 | i | 5 | -1 | -15 | 1 | -1.0 | 3 | 0 | -13
Cc1c(Cl)c(=O)oc2cc(OCC(=O)N3CCCC(C)C3)ccc12 (stereo not given) | -19 | i | -4 | -1 | -10 | 18 | -0.2 | 1 | -1 | -3
COc1ccc(-n2c(O)c(/C=N/NS(=O)(=O)c3ccc(C)c([N+](=O)[O-])c3)c3ccccc3c2=O)cc1OC | -16 | . | -45 | 19 | 136 | 10 | 0.2 | -15 | -10 | -5
CC(C)(C)C(=O)NC1CC2CCCC(C1)N2C(=O)Nc1ccc(Cl)cc1 (stereo not given) | 6 | i | -1 | -6 | -2 | 13 | -1.4 | 3 | -1 | -10
Cc1cc(C)nc(SCC(=O)N2CCCCC2)n1 | 24 | i | 2 | -2 | 10 | -14 | -2.1 | 0 | 0 | -6
CC(=O)Nc1ccc(C(=O)N(C)c2ccccc2)cc1 | -2 | i | 3 | 3 | 14 | -8 | -2.3 | -1 | -4 | 3
NC(=O)C1CCCN(C(=O)CCC(=O)c2cccs2)C1 (stereo not given) | -7 | i | -1 | 3 | 5 | -1 | 0.3 | 2 | -3 | -3
CCn1c(SCC(=O)Nc2ccc(NC(C)=O)cc2)nc2c([nH]c3ccccc32)c1=O | 0 | i | -1 | -4 | 2 | 10 | -3.2 | 15 | -3 | -1
Cc1c(NC(=O)CN2C(=O)C3C4C=CC(C4)C3C2=O)c(=O)n(-c2ccccc2)n1C (stereo not given) | 0 | i | 0 | -2 | -7 | -1 | 0.4 | 3 | 4 | -7
O=C1NC2(CCCCC2)Oc2ccccc21 | -5 | i | 4 | -5 | 9 | 12 | 0.3 | -3 | -5 | -12
CC(C)(C)OC(=O)NCCCCCNC(=O)c1[nH]cnc1C(=O)N[C@@H](CCCCNC(=O)OC(C)(C)C)C(=O)OC(C)(C)C | -4 | i | 2 | 5 | 5 | -14 | 0.6 | -2 | 0 | -9
Cc1ccc(CN(C)c2ccc(S(=O)(=O)N3CCCC3)cn2)cc1 | 1 | i | -1 | 1 | 15 | -12 | 2.5 | -4 | 4 | 0
CCOCC(=O)Nc1sc2c(c1C(=O)OCC)CCCC2 | 0 | i | 1 | 2 | -1 | -26 | 5.0 | -10 | 3 | 4
COc1cccc(C(=O)NC23CC4CC(CC(C4)C2)C3)c1 | -1 | i | -5 | 6 | 18 | 14 | -0.4 | 1 | -2 | -2
O=C(O)c1ccccc1C(=O)NCc1ccc2c(c1)OCO2 | -2 | i | 0 | -1 | 2 | -1 | -1.5 | 1 | 0 | 9
